RSV CPE inhibition: RSV antiviral activity via CPE protection, HEp-2 cells, primary 10 µM value included (AID 2391); 310,000 tested, 0.13% active; HEp-2 cells, RSV-induced CPE inhibition; higher % means a stronger effect; CPE inhibition, % at 10 µM; hits with a dose series show IC50 in µM; in the data active means a potency from the dose series; inconclusive means CPE inhibition mostly from about 23% at the one dose, without a potency; inactive means the rest, 99 in 100 with CPE inhibition below about 21%; further: strong numbers were not always called active
Ins promoter up: MIN6 insulin promoter up-regulation; z-score at 5 µM; MIN6 insulin promoter-GFP reporter, high-content imaging; hits give high values; 190,000 tested, 0.3% active;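 active means z-score above 3 at 5 µM with at least 500 cells counted in the well; inconclusive means wells under 500 cells, flagged as cytotoxic or low count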
PhoP inhibition: inhibitors of PhoP regulon expression, primary screen, Salmonella Typhimurium, GFP reporter (AID 1863); S. Typhimurium PhoP-regulated promoter GFP reporter, 4 h; higher % means a stronger effect; inhibition, % at 50 µM; hits with a dose series show IC50 in µM; 300,000 tested, 0.16% active;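 active means inhibition over 29.93%, a cutoff 3 SD above the screen mean, later confirmed by dose response; inconclusive means inhibition over 29.93% but no dose response follow-up; inactive means inhibition at most 29.93% or unconfirmed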;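 further: 0% = low Mg2+ inducing control and 100% = high Mg2+ repressing control; strong numbers were not always called active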
TNAP activators: stimulation of alkaline phosphatase TNAP activity – biochemical, luminescent, no phosphate acceptor, uHTS, primary screen (AID 1001) | activation fold at 20 µM; hits with a dose series show EC50 in µM | 200,000 tested, 0.03% active | purified TNAP, luminescent activation assay, no phosphate acceptor; higher activation fold means a stronger effect; in the data active means activation fold from about 3, or a potency from the dose series; inactive means the rest, 99 in 100 with activation fold below about 1.6; further: many of its hits are not listed in these tables
West Nile antiviral: inhibition of WNV-induced cytopathic effect – cell-based, CPE readout (AID 1621). West Nile virus-infected cells, CPE inhibition; higher % means a stronger effect. CPE inhibition, % at 10 µM; hits with a dose series show IC50 in µM. 290,000 tested, 0.02% active; in the data active means a potency from the dose series; inconclusive means CPE inhibition mostly from about 3.7% at the one dose, without a potency; inactive means the rest, 99 in 100 with CPE inhibition below about 2.2%; further: strong numbers were not always called active
human PMI inhibitors: human PMI inhibitors, high substrate, primary screen, biochemical, fluorescence intensity, high mannose 6-phosphate (AID 1220) | 190,000 tested, 0.66% active | recombinant PMI enzyme, coupled fluorescence intensity; higher % means a stronger effect | inhibition, % at 20 µM; hits with a dose series show IC50 in µM
human PMI inhibition: MPI enzyme activity inhibition – biochemical, fluorescence intensity, coupled assay, primary screen (AID 1209); purified PMI enzyme, coupled fluorescence intensity; higher % means a stronger effect; inhibition, % at 20 µM; hits with a dose series show IC50 in µM; 190,000 tested, 0.42% active;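 further: plate controls were DMSO vehicle for no effect and wells lacking substrate for full effect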
ER stress rescue: protection against thapsigargin-triggered cell killing – 384-well, CSM14.1, ATP luminescence, primary screen (AID 1222); CSM14.1 thapsigargin-induced death rescue, ATP luminescence; higher % means a stronger effect; cellular ATP content (survival), % at 20 µM, or EC50 in µM where a hit was titrated; 190,000 tested, under 10 active;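 active means EC50 below 50 µM in the dose-response confirmation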;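 further: death triggered by thapsigargin at about 15 µM added after 2 h compound pretreatment; cell ATP read after overnight thapsigargin exposure of roughly 18 to 22 hours; normalized against plate controls of thapsigargin alone and 5% DMSO vehicle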
SV40 large T antigen: TAg ATPase/helicase activity blockers – biochemical (AID 1903); inhibition, % at 20 µM, or IC50 in µM where a hit was titrated; SV40 large T antigen ATPase/helicase inhibition assay; higher % means a stronger effect; 310,000 tested, 0.39% active; in the data active means a potency from the dose series; inconclusive means inhibition mostly from about 32% at the one dose, without a potency; inactive means the rest, 99 in 100 with inhibition below about 32%; further: strong numbers were not always called active
Ins promoter up cell count: also measured in Ins promoter up; calls as there; cell count; measured here: cytotoxicity, nuclei count;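 total cells summed across four imaged fields per well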
An asterisk follows results filed as active; ? = inconclusive; . = no result given. Unless noted, no stated cut-off is given here; in the data, active means inhibition above about 50%; inactive means the rest.

SMILES	RSV CPE inhibition	Ins promoter up	Ins promoter up cell count	PhoP inhibition	TNAP activators	West Nile antiviral	human PMI inhibitors	human PMI inhibition	ER stress rescue	SV40 large T antigen
Cc1ccc(C2=N/C(=C\c3ccc(OS(=O)(=O)c4ccc(C)cc4)cc3)C(=O)O2)cc1	0.5%	-0.28	1332	-4%	1	1.0%	-6%	6%	-0.9%	10%
O=C(NCc1n[nH]c(=S)n1-c1ccc(F)cc1)c1ccco1	0.6%	0.46	772	7%	1	0.1%	6%	16%	1.1%	8%
O=C(Nc1ccc(OCc2ccccc2Cl)cc1)c1cccnc1	9.8%	.	.	1%	.	-1.2%	.	.	.	3%
COc1ccccc1C1=NNC(=Nc2cccc(S(=O)(=O)N(C)C)c2)SC1	5.8%	-2.4	717	0%	1.1	-2.1%	-23%	-13%	-0.4%	2%
CC1(OC(=O)c2ccco2)C(=O)C=C2C=C(C3CC3)OC=C2C1=O (centres undefined)	2.4%	.	.	7%	.	0.0%	.	.	.	30%
O=c1c2[nH]c3ccccc3c2nc2n1CCS2	-0.5%	0.12	1223	7%	1.1	-1.2%	6%	9%	-0.6%	14%
CCOC(=O)c1ccc(S(=O)(=O)NC2CCCCCCC2)n1C	3.2%	0.17	1279	13%	1.1	-0.7%	8%	14%	.	-2%
c1ccc(CN2CN=C(Nc3nc4ccccc4s3)NC2)cc1	0.3%	.	.	-1%	1	0.2%	8%	0%	-0.2%	14%
Cc1cc(C)c(S(=O)(=O)N2CCCOC2CNC(=O)C(=O)NCc2ccco2)c(C)c1 (centres undefined)	0.8%	0.2	1351	2%	1.1	-0.3%	2%	4%	14%	1%
COc1cccc(NC(=O)COC(=O)C2CCN(S(=O)(=O)c3cccs3)CC2)c1	0.3%	0.76	1152	4%	1	0.1%	1%	-3%	-1.5%	10%
NS(=O)(=O)c1ccc(NC(=S)NCc2cccc(Cl)c2)cc1	10%	0.23	1549	2%	0.9	-0.5%	20%	21%	-2.8%	-2%
Cc1ccc(-n2nnnc2SCC(=O)N2CCc3ccccc3C2)cc1	1.9%	-0.67	1175	0%	1.1	-0.1%	-10%	-24%	-0.1%	7%
Cc1ccc(-n2c(CSc3nc(C)cc(C)n3)nnc2SCC(=O)N2CCCC2)cc1	0.3%	-0.27	1276	-11%	1.2	-0.5%	-2%	-6%	1.7%	7%
N#CCCNc1ccc(OCCC#N)cc1	0.3%	0.58	1319	-1%	1.2	0.3%	12%	7%	-1.4%	12%
Cc1c(N=C2NC(=O)C(CC(=O)Nc3ccccc3)S2)c(=O)n(-c2ccccc2)n1C (centres undefined)	1.1%	0.44	1301	-8%	1.1	0.0%	16%	19%	-2.8%	9%
CCc1nc(CN2CCN(c3cc(C(F)(F)F)ccn3)CC2)c(C)[nH]1	.	-0.08	898	-4%	.	-0.8%	.	.	.	4%
CC(=O)Nc1ccc(Nc2c([N+](=O)[O-])c(=O)n(-c3ccccc3)c3ccccc23)cc1	1.4%	-0.26	1523	3%	1.1	1.9%	10%	14%	-1.6%	16%
CCCCN(C)CCCNC(=O)C1(O)c2ccccc2NC(=O)N1c1ccc(Cl)cc1 (centres undefined)	0.7%	.	.	4%	.	0.0%	.	.	.	4%
Cc1nn(CC(=O)Nc2nnc(CC(=O)N3CCCC3)s2)c(=O)c2ccccc12	0.5%	0.24	1280	.	1.1	-0.2%	-4%	4%	-0.9%	.
CCCC(c1nnnn1CC(=O)OCC)N(Cc1cc2c(C)cc(C)cc2[nH]c1=O)C1CCCC1 (centres undefined)	6.3µM*	-0.24	962	0%	1	0.0%	-38%	-40%	1.5%	13%
CCN1C(=O)C2(C(C(=O)c3ccc(C)o3)=C(O)C(=O)N2CCCN(C)C)c2ccccc21 (centres undefined)	.	0	1012	-3%	.	0.1%	.	.	.	28%
CCOCCOC(=O)C(C)Sc1n[nH]c(=O)[nH]c1=O (centres undefined)	1.1%	-0.27	1293	-7%	1.1	0.1%	-4%	-2%	-3.2%	-3%
CC12COC3(C(=O)Nc4nccs4)CC1CCC32C (centres undefined)	0.4%	-0.3	1530	5%	1	-0.3%	-7%	-11%	6.0%	0%
COC(=O)c1ccc(OC(=O)CCc2cc(OC)c(OC)c(OC)c2)cc1	-0.8%	0.78	1347	-8%	1	0.2%	-8%	-15%	-3.7%	5%
O=C1c2nccnc2C(=O)N1c1ccc(F)cc1	1.6%	0.22	1206	3%	1.1	-0.1%	-7%	-13%	.	2%
COc1ccc(CNC(=O)C2CC(c3ccc(C(F)(F)F)cc3)=NO2)cc1 (centres undefined)	1.7%	-0.08	856	-3%	.	0.0%	.	.	.	3%
CCCNC(=O)C1CN(S(=O)(=O)c2ccc(C)cc2)c2ccccc2O1 (centres undefined)	2.5%	.	.	1%	.	-0.3%	.	.	.	13%
O=C1C=C(NC(=O)Nc2ccc(Cl)c(Cl)c2)CCC1	5.8%	-0.65	1172	3%	1.2	-1.1%	-10%	-7%	-0.8%	1%
O=C(N/N=C\c1ccc(Sc2ccccn2)o1)c1cccc(Br)c1	3.6%	0.31	1488	-4%	1.1	0.6%	13%	9%	-0.9%	8%
Cc1cccc(C)c1NC(=O)Cn1c(=O)c2cccn2c2ccccc21	0.8%	.	.	-12%	.	-1.1%	.	.	.	7%
Cc1ccccc1CC(=O)NC1CCN(C)CC1	1.1%	.	.	0%	.	-0.2%	.	.	.	31%
COc1ccc(C(CNc2ccc(S(C)(=O)=O)cc2[N+](=O)[O-])N(C)C)cc1OC (centres undefined)	1.0%	.	.	-3%	.	-0.5%	.	.	.	6%
CC(=O)C1=C(O)C(=O)N(c2cccc(Br)c2)C1c1ccccc1Cl (centres undefined)	0.4%	.	.	-6%	.	-0.9%	.	.	.	9%
CSC1CCCCC1(O)CSc1nc2c(cc1C#N)CCCC2 (centres undefined)	1.6%	0.26	1156	8%	1	0.0%	-56%	-23%	.	13%
CCC1=C/C(=C/c2sc3ccccc3[n+]2CC)CC(C)(C)C1	?	.	.	-11%	1	0.0%	-132%	-61%	1.5%	16%
COCCN(C(=O)/C=C/c1ccccc1)c1c(N)n(Cc2ccccc2)c(=O)[nH]c1=O	-0.3%	-0.39	1260	-6%	1.1	0.5%	-4%	-3%	0.4%	23%
CCn1nc(C)c(Br)c1C(=O)Sc1ccccc1Cl	3.9%	.	.	-10%	.	0.4%	.	.	.	26%
O=C1c2cccnc2C(=O)N1Cc1ccc(S(=O)(=O)N2CCN(c3ccccc3)CC2)cc1	3.0%	.	.	-1%	.	-0.4%	.	.	.	-3%
CCCn1c(NCc2cccc(OC)c2OC)nc2ccccc21	1.7%	0.16	922	18%	1.1	-1.4%	8%	10%	0.6%	0%
CCCC(=O)NC(=S)N1CCN(c2ccc([N+](=O)[O-])cc2)CC1	1.1%	0.03	1462	1%	0.9	-0.1%	35%	-1%	-0.8%	-4%
COc1ccc(C(=O)NCc2nnc(SCC(=O)Nc3cc(OC)ccc3OC)o2)cc1	-0.2%	.	.	-4%	.	-0.2%	.	.	.	4%
CS(=O)(=O)Nc1ccc2c3c(cccc13)CC2	7.0%	-0.19	960	.	1.1	0.4%	7%	10%	1.9%	.
CCC(C)NCC(=O)Nc1ccc(S(N)(=O)=O)cc1 (centres undefined)	-2.4%	-0.33	1493	-12%	1	0.0%	12%	13%	1.0%	21%
CCC(=O)Nc1ccc(C(=O)CSc2nnc(-c3ccc(O)cc3)n2CC2CCCO2)cc1 (centres undefined)	-0.7%	0.52	898	2%	1.1	-0.2%	-12%	-9%	-0.5%	2%
Cc1nn(C)c(C)c1/C=N/NC(=O)CCn1nc(C)c([N+](=O)[O-])c1C	0.4%	.	.	0%	1.1	-0.3%	5%	12%	-4.5%	8%
CCC(C)[C@H](NC(=O)N1CCC(Cc2ccccc2)CC1)C(=O)O (some centres undefined)	4.7%	.	.	4%	.	0.4%	.	.	.	-1%
Nc1c(C(=O)Nc2ccccc2)sc2nc3c(c(-c4ccco4)c12)CCCC3	2.1%	.	.	-2%	1.1	-0.2%	6%	3%	-4.2%	6%
CCc1nnc(NC(=O)CSc2nnc(CNc3ccc(C)cc3)n2C)s1	1.1%	-0.7	1406	.	1.1	-0.4%	8%	4%	-0.6%	.

Part of the list above in a different format.
Under each structure – RSV CPE inhibition	Ins promoter up	Ins promoter up cell count	PhoP inhibition	TNAP activators	West Nile antiviral	human PMI inhibitors	human PMI inhibition	ER stress rescue	SV40 large T antigen
- O=C1c2cccnc2C(=O)N1Cc1ccc(S(=O)(=O)N2CCN(c3ccccc3)CC2)cc1
    3.0%	.	.	-1%	.	-0.4%	.	.	.	-3%
- CCCn1c(NCc2cccc(OC)c2OC)nc2ccccc21
    1.7%	0.16	922	18%	1.1	-1.4%	8%	10%	0.6%	0%
- CCCC(=O)NC(=S)N1CCN(c2ccc([N+](=O)[O-])cc2)CC1
    1.1%	0.03	1462	1%	0.9	-0.1%	35%	-1%	-0.8%	-4%
- COc1ccc(C(=O)NCc2nnc(SCC(=O)Nc3cc(OC)ccc3OC)o2)cc1
    -0.2%	.	.	-4%	.	-0.2%	.	.	.	4%
- CS(=O)(=O)Nc1ccc2c3c(cccc13)CC2
    7.0%	-0.19	960	.	1.1	0.4%	7%	10%	1.9%	.
- CCC(C)NCC(=O)Nc1ccc(S(N)(=O)=O)cc1 (centres undefined)
    -2.4%	-0.33	1493	-12%	1	0.0%	12%	13%	1.0%	21%
- CCC(=O)Nc1ccc(C(=O)CSc2nnc(-c3ccc(O)cc3)n2CC2CCCO2)cc1 (centres undefined)
    -0.7%	0.52	898	2%	1.1	-0.2%	-12%	-9%	-0.5%	2%
- Cc1nn(C)c(C)c1/C=N/NC(=O)CCn1nc(C)c([N+](=O)[O-])c1C
    0.4%	.	.	0%	1.1	-0.3%	5%	12%	-4.5%	8%
- CCC(C)[C@H](NC(=O)N1CCC(Cc2ccccc2)CC1)C(=O)O (some centres undefined)
    4.7%	.	.	4%	.	0.4%	.	.	.	-1%
- Nc1c(C(=O)Nc2ccccc2)sc2nc3c(c(-c4ccco4)c12)CCCC3
    2.1%	.	.	-2%	1.1	-0.2%	6%	3%	-4.2%	6%
- CCc1nnc(NC(=O)CSc2nnc(CNc3ccc(C)cc3)n2C)s1
    1.1%	-0.7	1406	.	1.1	-0.4%	8%	4%	-0.6%	.
